Screening data (PubChem BioAssay)
SRC3 TRFRET art = flags TR-FRET format artefacts in PPARgamma SRC-3 recruitment agonist screen. TR-FRET artefact counter-screen, PPARgamma/SRC-3 format; active compounds read high. TR-FRET ratio at 8 µM. 0.39% of 99,000 active. AID 1048; in the data active = TR-FRET ratio above about 2000; note: inactives centre near 1600; reference of the scale not given here
SRC1 TRFRET art = flags TR-FRET format artefacts in PPARgamma SRC-1 recruitment agonist screen; TR-FRET ratio at 8 µM; 0.34% of 99,000 active; TR-FRET detection artefact counter-screen, emission ratio; active compounds read high; in the data active = TR-FRET ratio above about 2300; note: inactives centre near 1800; reference of the scale not given here
* = called active by the depositor. This is a subset; the hit share may differ from the screen's.

nr	mol	SRC1 TRFRET art	SRC3 TRFRET art
1	COc1cc(/C=N/NC(=O)c2ccc(-n3cccc3)cc2)ccc1O	1982	1872
2	NC(=S)Nc1nc2ccccc2s1	1763	1675
3	O=C(NCCCN1CCN(CCCNC(=O)c2cccc([N+](=O)[O-])c2)CC1)c1cccc([N+](=O)[O-])c1	1680	1545
4	C[C@@H]1CN(CCCn2c3ccccc3c3ccccc32)C[C@H](C)N1	1901	1560
5	COc1ccc(CNC(=O)COC(=O)/C=C/c2cccs2)cc1	1847	1549
6	O=C(Nc1cccc(Cl)c1)Nc1cc(S(=O)(=O)N2CCOCC2)ccc1N1CCCC1	1552	1430
7	CCCCOCCCNC(=O)CC(C)c1ccccc1 (centres undefined)	1943	1460
8	C/C(CCc1ccccc1)=N/NC(=O)C(=O)NCc1ccccc1	1525	1456
9	COc1cccc(C(=O)NNC(=O)c2ccccc2-n2cccc2)c1	1780	1315
10	CC1=C(C(=O)OCc2ccccc2)C(c2ccc(-c3ccccc3)cc2)NC(=O)N1CCCCCC(=O)O (centres undefined)	1707	1754
11	NC(=O)c1cnn(-c2ccc3ccccc3c2)c1N	1895	1523
12	CN(Cc1ccccc1)S(=O)(=O)c1ccc2c(c1)NC(=O)CC(=O)N2	1417	1454
13	c1ccc(C[n+]2c(-c3ccccc3)csc2Nc2ccccc2)cc1	1837	1646
14	Cc1ccc(NC(=S)N(CCCN2CCN(C)CC2)Cc2cccs2)cc1	1840	1723
15	O=C(NCc1cccc(Cl)c1)C1CCCO1 (centres undefined)	1546	1439
16	COc1cc(/C=C2\SC(=S)N(N3CCOCC3)C2=O)cc(OC)c1OC	1755	1524
17	CC(=O)N1CCN(CC(=O)Nc2sccc2C#N)CC1	2103	1580
18	CC1CN(C(=O)C2CCCC2)C(C)CN1C(=O)C1CCCC1 (centres undefined)	1861	1616
19	CCOc1ccc(NC(=O)CSc2nc3[nH]ncc3c(=O)n2-c2ccccc2OC)cc1	1630	1546
20	O=C(COC(=O)/C=C/c1ccccc1)Nc1ccccc1Br	1767	1421
21	O=C(NCc1ccccc1)Nc1cccn(Cc2ccc(F)cc2)c1=O	1640	1377
22	COc1ccc(C(CC(=O)NCc2ccccc2)Sc2n[nH]c(-c3ccccc3)n2)cc1 (centres undefined)	1793	1500
23	CCc1c(C)nc2ncnn2c1N1CCC(C(=O)NCc2cccs2)CC1	1868	1619
24	Cc1ccc(C(=O)CSc2nnc(C)s2)cc1	1865	1841
25	CC(C)NC(=O)NC(=O)COC(=O)C1(C)CC1(Cl)Cl (centres undefined)	1892	1600
26	COc1ccc(/C=N/n2cnn(Cc3ccccc3Cl)c2=S)cc1	1472	1553
27	CCNC(=S)N1CCC(C(=O)c2ccc3c(c2)OCCO3)CC1	1643	1647
28	Cc1ccc(/C=N/n2cnc3sc(C)c(C)c3c2=O)o1	2110	1572
29	O=C(NNC(=S)Nc1ccccc1Cl)C1CC1	1796	1569
30	COc1ccc(NC(=O)C2CCCN2C(=O)Nc2cccc(F)c2)cc1 (centres undefined)	1777	1561
31	Cc1nc2c(C(=O)NCCc3ccccc3Cl)c[nH]n2c(=O)c1Cl	1471	1394
32	COc1ccc(-c2nc3n(c(=O)c2C#N)CCS3)cc1	1656	1357
33	COc1ccccc1CN1CCNC(=O)C1CC(=O)NCCc1cnccn1 (centres undefined)	1726	1595
34	COc1cc(OC)c(-c2nc3ccccc3s2)cc1OC	1773	1577
35	CCCc1cc(C(=O)Nc2cc(Br)ccc2O)no1	1757	1364
36	Cc1cc(N/C(=N/S(=O)(=O)c2cc(F)ccc2F)c2ccccc2)n(-c2ccccc2)n1	1793	1317
37	Cc1cc(NC(=O)COC(=O)c2cccc(O)c2)no1	1576	1546
38	Cc1ccccc1/C=C/c1cc[n+](C)cc1	1805	1514
39	CC(C)N(c1ccccc1)c1ccc(NC(=O)C2CCCO2)cc1 (centres undefined)	1841	1706
40	COC(=O)c1sccc1NC(=S)N1CCN(c2cc(C)ccc2C)CC1	2288	1834
41	CC1CN(C(=O)C(C)N2CCN(c3cccc(Cl)c3)CC2)CC(C)O1 (centres undefined)	1687	1499
42	COc1cc(CC(NC(C)=O)C(=O)NC2CCN(c3nc(C)cc(C)c3C#N)CC2)cc(OC)c1 (centres undefined)	1833	1717
43	COCCn1c(Cc2cccn2C)nnc1SCC(=O)NCc1ccc2c(c1)OCO2	2024	1679
44	CCOC(=O)c1c(NC(=O)C2=C(C)NC(=S)NC2c2ccc(C)cc2)sc(C)c1C (centres undefined)	2914*	1630
45	CCN=C1SC(C(=O)Nc2cccc(Cl)c2)CC(=O)N1CC (centres undefined)	1556	1451
46	O=C(COC(=O)c1c2c(nc3ccccc13)CCCCC2)NCc1ccc2c(c1)OCO2	1842	1625
47	CCCn1c(NCc2ccccc2NS(=O)(=O)c2ccc(C)cc2)nc2ccccc21	1848	1505
48	O=C(/C=C/c1ccccc1[N+](=O)[O-])N1CCN(C(=O)c2ccco2)CC1	1673	1505
49	Cn1cc2cc(NC(N)=S)ccc2n1	1677	1562
50	O=C(CO/N=C/c1ccccc1)Nc1c(F)c(F)c(F)c(F)c1F	1716	1633
51	CCCCC(=O)Nc1ccc(C(=O)NCCc2ccccc2)cc1	1830	1548
52	S=C(NNc1ccnc2cc(Cl)ccc12)Nc1ccccc1Cl	1979	1556
53	CCOc1cc2c3c(c1)C1(C(=O)N3C(C)(C)CC2C)C(C#N)=C(N)N2C(=C1C#N)Nc1ccccc12 (centres undefined)	1903	1546
54	Oc1ccccc1-c1nc(/C=C/c2ccccc2)nn1-c1ccccc1	1909	1798
55	Cc1ccc(-c2nc3ccccc3c(=O)n2NC(=S)N(C)C)cc1	2015	1466
56	O=C(O)c1nn(CC(=O)N(C2CCCCC2)C2CCCCC2)c(=O)c2ccccc12	1749	1737
57	CC(NC(=S)NCCc1ccccc1)C(c1cccs1)N1CCN(Cc2ccccc2)CC1 (centres undefined)	1730	1475
58	CCOC(=O)Cc1csc(NC(=O)/C=C/c2ccc(OC)cc2)n1	1908	1910
59	O=C(c1ccc([N+](=O)[O-])cc1)N1CCSC1c1ccccc1 (centres undefined)	1785	1719
60	O=C(NC1CCS(=O)(=O)C1)c1cccc(S(=O)(=O)N2CCCCCC2)c1 (centres undefined)	1936	1796

Further entries.
nr	mol	SRC1 TRFRET art	SRC3 TRFRET art
61	CC(C)N(C(=O)CSc1nnc(NC(=O)Cc2cccs2)s1)C(C)C	1777	1489
62	CC(C)c1ccc(NC(=O)C2CCCCC2C(=O)O)cc1 (centres undefined)	1728	1206
63	Cc1ccc(S(=O)(=O)N2CCOCC2)cc1NC(=O)COC(=O)c1cc(=O)c2ccccc2o1	1701	1701
64	Cc1c(C(=O)N2CCC(Cc3ccccc3)CC2)sc2ncnc(N3CCC(C)CC3)c12	1883	1457
65	O=C(CCSCCc1ccccn1)Nc1cccc([N+](=O)[O-])c1	1583	1548
66	Cc1ccc(/C=N/Nc2nc(C(C)(C)C)cs2)o1	1947	1678
67	CC1=NN(C(=S)Nc2ccccc2)C(C)(C)C1	1956	1662
68	S=C(NCCc1ccc(Cl)cc1)NC1CCCC1	1637	1612
69	CCOC(=O)Cn1c(CN2CCOCC2)nc2c1c(=O)n(C)c(=O)n2C	1664	1569
70	NC(=O)NCCCC(NC(=O)c1ccc(C#CC2(O)CCCCC2)cc1)C(=O)O (centres undefined)	1896	1688
71	Cc1ccccc1-c1ccc(=O)n(CC(=O)Nc2ccc(N3CCOCC3)cc2)n1	1563	1465
72	COc1ccc(C)cc1NC(=O)C1CC(=O)N(CCc2ccccc2)C1 (centres undefined)	1716	1603
73	O=C(Cn1cnc2scc(-c3ccccc3)c2c1=O)NCc1ccco1	1755	1477
74	O=C(CNC(=O)c1ccccc1Cl)Nc1ccc(F)cc1	1924	1713
75	Nc1ncc2c(n1)-c1ccccc1CC2	1603	1526
76	Cc1nn(-c2ccccc2)c(N)c1N=Nc1cccnc1	1655	1602
77	COc1ccc(C(=O)COc2ccc(F)cc2)c(O)c1C	1742	1707
78	O=c1[nH]c(CN2CCOCC2)nc2ccccc12	1781	1492
79	COc1cc(NC(=O)c2cccnc2Sc2ccc(Cl)cc2)cc(OC)c1OC	1287	1772
80	Cc1cc(C)nc(NC(=O)Cc2ccc(Br)cc2)n1	1799	1676
81	CCc1ccc(NC(=O)C(CC)c2ccccc2)cc1 (centres undefined)	1851	1544
82	O=C(O)c1cnc(N2CCOCC2)nc1	2019	1574
83	NCC(O)COCCC12CC3CC(CC(C3)C1)C2 (centres undefined)	1811	1646
84	CCOc1ccc(C(C(=O)NC2CCCCC2)N(C(=O)Cc2cccs2)c2ccc(-n3cnnn3)c(OC)c2)cc1 (centres undefined)	1659	1366
85	Cc1ccc(S(=O)(=O)N2CCN(C(=O)c3ccccc3)C2)cc1[N+](=O)[O-]	1936	1464
86	COC(CNC(=O)c1cc(Sc2nnc(C)s2)nc2ccccc12)OC	1701	1642
87	Fc1cc(F)c2nc(N3CCOCC3)sc2c1	1723	1545
88	CCC(=O)Nc1sc(C(=O)OC)c(C)c1C(=O)OC	1830	1671
89	O=C(O)C1OC2OC3(CCCCC3)OC2C2OC3(CCCCC3)OC12 (centres undefined)	1582	1573
90	S=c1sc(SCCOc2ccccc2)nn1-c1ccccc1	1845	1540
91	CCN(CC)C(=O)Oc1c(Cl)cc(Cl)c2cccnc12	1622	1455
92	Cc1cccc(C=Nc2ccc3c4c(cccc24)CC3)c1O	2133	1663
93	O=C(Nc1ccc(Cl)cc1)c1csc(-c2ccncc2)n1	1771	1541
94	CN(C)CCCNC(=O)c1cc(C(=O)C2CCCCC2)c[nH]1	1846	1633
95	CC(=O)Nc1sc(NC(=O)c2ccccc2)nc1-c1cccs1	1739	1449
96	COc1ccc(N2CC(=O)N(c3ccccc3)C2=S)cc1	1833	1635
97	CN(C)CC(O)COC(c1ccccc1)c1ccccc1 (centres undefined)	2033	1485
98	O=[N+]([O-])c1ccc(C(O)CNC(=S)Nc2ccccc2)cc1 (centres undefined)	1695	1396
99	COc1ccc(-c2nc(C#N)c(N3CCOCC3)o2)cc1OC	1557	1395
100	Cc1nn(-c2ccccc2)c(C)c1CCC(=O)O	1717	1660
101	Cc1ccc(CSc2nnc(-c3ccc(NS(=O)(=O)c4ccccc4)cc3)o2)cc1	1881	1704
102	O=C(NNC(=O)C1CCN(c2ncccn2)CC1)c1ccncc1	1549	1372
103	O=C(NC1CCN(Cc2ccccc2)CC1)c1ccc2c(c1)[nH]c(=O)n2Cc1ccc(F)cc1	1755	1389
104	Cn1c(SCC(=O)NCc2cccs2)nnc1-c1ccc(O)cc1	1798	1595
105	CCOC(=O)c1ccc(NC(=O)CCc2nc(-c3ccccc3Cl)no2)cc1	1656	1574
106	COc1cc(/C=N/NC(=O)c2cccc([N+](=O)[O-])c2)ccc1OC(=O)c1ccco1	1741	1662
107	O=C(Nc1ccccc1)c1ccc(-c2ccc(F)cc2)s1	1855	1620
108	CCCCCCCC(=O)Nc1ccc(S(=O)(=O)Nc2nccs2)cc1	1573	1624
109	O=C(COC(=O)c1cc(-c2ccccc2)nc2ccccc12)Nc1ccc2c(c1)OCO2	1872	1708
110	Cc1cc(C)cc(OCC(=O)NC2CCCc3ccccc32)c1 (centres undefined)	1677	1531
111	COc1ccc(-c2[nH]c(-c3ccc(C)cc3)nc2SCC(=O)NC2CCCC2)cc1	1884	1730
112	Cc1ccc(Cn2ccc(O)c(Cc3ccccc3)c2=O)cc1	1911	1695
113	CC1CN(C(=S)NC(=O)C2CCCCC2)CC(C)O1 (centres undefined)	1871	1564
114	COc1ccc(C(C)=O)cc1CSc1nncn1-c1ccccc1	1778	1739
115	Cc1cc(=O)[nH]c(SCc2nc3ccc([N+](=O)[O-])cc3[nH]2)n1	1659	1585
116	COc1cccc(C(=O)COc2ccc3c(C)c(Cc4ccccc4)c(=O)oc3c2C)c1	1871	1547
117	Cc1nn(CC(=O)OCC(=O)Nc2c(C(C)C)cccc2C(C)C)c(C)c1[N+](=O)[O-]	1875	1559
118	Cc1ccc(NC(=O)c2cc(F)c(F)cc2Cl)nc1	1526	1636
119	Cc1cccc(-c2nc3sc(C)cc3c(=O)o2)c1	1702	1473
120	Cc1c(NC(=S)N2CCN(c3ccc(F)cc3)CC2)c(=O)n(-c2ccccc2)n1C	1770	1391

Shown with each value named: part of the list above.
36. Cc1cc(N/C(=N/S(=O)(=O)c2cc(F)ccc2F)c2ccccc2)n(-c2ccccc2)n1
  SRC1 TRFRET art: 1793	SRC3 TRFRET art: 1317
37. Cc1cc(NC(=O)COC(=O)c2cccc(O)c2)no1
  SRC1 TRFRET art: 1576	SRC3 TRFRET art: 1546
38. Cc1ccccc1/C=C/c1cc[n+](C)cc1
  SRC1 TRFRET art: 1805	SRC3 TRFRET art: 1514
39. CC(C)N(c1ccccc1)c1ccc(NC(=O)C2CCCO2)cc1 (centres undefined)
  SRC1 TRFRET art: 1841	SRC3 TRFRET art: 1706

The listing continues.
nr	mol	SRC1 TRFRET art	SRC3 TRFRET art
121	COc1ccc(-c2nn(-c3ccccc3)cc2/C=N/Nc2cccc(C(=O)O)c2)cc1	1804	1593
122	CC(CCc1ccccc1)NC(=O)CN(C)Cc1ccccc1F (centres undefined)	1768	1437
123	Cc1ccc(-n2nc(CN3CCOCC3)c(-c3ccccc3)c2N)cc1Cl	1952	1689
124	Cc1cccc(-c2noc(CN(C(=O)/C=C/c3ccccc3Cl)C(C)C)n2)c1	1679	1492
125	CC1C(=O)NN=C1C(=O)N/N=C\C(Br)=C\c1ccccc1 (centres undefined)	1802	1679

Compound profiles, from the list above. Values in the order: SRC1 TRFRET art	SRC3 TRFRET art
CCN=C1SC(C(=O)Nc2cccc(Cl)c2)CC(=O)N1CC (centres undefined) is listed as 1556	1451
O=C(CCSCCc1ccccn1)Nc1cccc([N+](=O)[O-])c1 is listed as 1583	1548
COc1ccccc1CN1CCNC(=O)C1CC(=O)NCCc1cnccn1 (centres undefined) is listed as 1726	1595
